# 3CLpro inhibitor: SARS-CoV 3CLpro protease inhibition | P0C6X7 | AID 1706 | recombinant SARS-CoV 3CLpro, quenched FRET peptide cleavage | inhibition, % at 6 µM | actives 0.14% (n = 290,000); in the data active = inhibition above about 12%
# BoNT-A LC inh2: BoNT A light chain protease inhibition | multiplex microsphere protease substrate cleavage, flow cytometry | inhibition, % at 10 µM | actives 0.17% (n = 360,000) | AID 588499; also: plate controls were buffer without enzyme for full effect and enzyme alone for no effect
# Y pestis TopoI: inhibitors of Yersinia pestis topoisomerase I; Y. pestis Topo-I cleavage product accumulation, plate reader; activity, % at 10 µM; actives 0.064% (n = 360,000); in the data active = activity above about 50%, passing the limit was not always enough; inconclusive = no clear call, values can overlap the other calls; also: inactives centre near 2
# PfHsp40 yeast: rescue of PfHsp40-mediated yeast toxicity | actives 0.68% (n = 340,000) | S. cerevisiae expressing PfHsp40, growth rescue, ATP luminescence | AID 504582 | growth rescue, % at 12.5 µM; in the data active = growth rescue above about 28%, passing the limit was not always enough; inconclusive = no clear call, values can overlap the other calls;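 also: yeast W303a lacking pdr1 and pdr3 grown in galactose medium; growth measured after three days at 30 °C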
# Anthrax LF inh2: blocks Bacillus anthracis lethal factor protease; AID 588501; inhibition, % at 10 µM; multiplex microsphere protease cleavage assay, LF; actives 0.12% (n = 360,000); also: plate controls were buffer without enzyme for full effect and enzyme alone for no effect
# TcdB inh: TcdB glycohydrolase inhibition. P18177. TcdB glycohydrolase enzymatic assay, plate reader. inhibition, % at 9.99 µM. actives 0.24% (n = 350,000); in the data active = inhibition above about 10%
# Target sequence (P18177 whole entry, looked up): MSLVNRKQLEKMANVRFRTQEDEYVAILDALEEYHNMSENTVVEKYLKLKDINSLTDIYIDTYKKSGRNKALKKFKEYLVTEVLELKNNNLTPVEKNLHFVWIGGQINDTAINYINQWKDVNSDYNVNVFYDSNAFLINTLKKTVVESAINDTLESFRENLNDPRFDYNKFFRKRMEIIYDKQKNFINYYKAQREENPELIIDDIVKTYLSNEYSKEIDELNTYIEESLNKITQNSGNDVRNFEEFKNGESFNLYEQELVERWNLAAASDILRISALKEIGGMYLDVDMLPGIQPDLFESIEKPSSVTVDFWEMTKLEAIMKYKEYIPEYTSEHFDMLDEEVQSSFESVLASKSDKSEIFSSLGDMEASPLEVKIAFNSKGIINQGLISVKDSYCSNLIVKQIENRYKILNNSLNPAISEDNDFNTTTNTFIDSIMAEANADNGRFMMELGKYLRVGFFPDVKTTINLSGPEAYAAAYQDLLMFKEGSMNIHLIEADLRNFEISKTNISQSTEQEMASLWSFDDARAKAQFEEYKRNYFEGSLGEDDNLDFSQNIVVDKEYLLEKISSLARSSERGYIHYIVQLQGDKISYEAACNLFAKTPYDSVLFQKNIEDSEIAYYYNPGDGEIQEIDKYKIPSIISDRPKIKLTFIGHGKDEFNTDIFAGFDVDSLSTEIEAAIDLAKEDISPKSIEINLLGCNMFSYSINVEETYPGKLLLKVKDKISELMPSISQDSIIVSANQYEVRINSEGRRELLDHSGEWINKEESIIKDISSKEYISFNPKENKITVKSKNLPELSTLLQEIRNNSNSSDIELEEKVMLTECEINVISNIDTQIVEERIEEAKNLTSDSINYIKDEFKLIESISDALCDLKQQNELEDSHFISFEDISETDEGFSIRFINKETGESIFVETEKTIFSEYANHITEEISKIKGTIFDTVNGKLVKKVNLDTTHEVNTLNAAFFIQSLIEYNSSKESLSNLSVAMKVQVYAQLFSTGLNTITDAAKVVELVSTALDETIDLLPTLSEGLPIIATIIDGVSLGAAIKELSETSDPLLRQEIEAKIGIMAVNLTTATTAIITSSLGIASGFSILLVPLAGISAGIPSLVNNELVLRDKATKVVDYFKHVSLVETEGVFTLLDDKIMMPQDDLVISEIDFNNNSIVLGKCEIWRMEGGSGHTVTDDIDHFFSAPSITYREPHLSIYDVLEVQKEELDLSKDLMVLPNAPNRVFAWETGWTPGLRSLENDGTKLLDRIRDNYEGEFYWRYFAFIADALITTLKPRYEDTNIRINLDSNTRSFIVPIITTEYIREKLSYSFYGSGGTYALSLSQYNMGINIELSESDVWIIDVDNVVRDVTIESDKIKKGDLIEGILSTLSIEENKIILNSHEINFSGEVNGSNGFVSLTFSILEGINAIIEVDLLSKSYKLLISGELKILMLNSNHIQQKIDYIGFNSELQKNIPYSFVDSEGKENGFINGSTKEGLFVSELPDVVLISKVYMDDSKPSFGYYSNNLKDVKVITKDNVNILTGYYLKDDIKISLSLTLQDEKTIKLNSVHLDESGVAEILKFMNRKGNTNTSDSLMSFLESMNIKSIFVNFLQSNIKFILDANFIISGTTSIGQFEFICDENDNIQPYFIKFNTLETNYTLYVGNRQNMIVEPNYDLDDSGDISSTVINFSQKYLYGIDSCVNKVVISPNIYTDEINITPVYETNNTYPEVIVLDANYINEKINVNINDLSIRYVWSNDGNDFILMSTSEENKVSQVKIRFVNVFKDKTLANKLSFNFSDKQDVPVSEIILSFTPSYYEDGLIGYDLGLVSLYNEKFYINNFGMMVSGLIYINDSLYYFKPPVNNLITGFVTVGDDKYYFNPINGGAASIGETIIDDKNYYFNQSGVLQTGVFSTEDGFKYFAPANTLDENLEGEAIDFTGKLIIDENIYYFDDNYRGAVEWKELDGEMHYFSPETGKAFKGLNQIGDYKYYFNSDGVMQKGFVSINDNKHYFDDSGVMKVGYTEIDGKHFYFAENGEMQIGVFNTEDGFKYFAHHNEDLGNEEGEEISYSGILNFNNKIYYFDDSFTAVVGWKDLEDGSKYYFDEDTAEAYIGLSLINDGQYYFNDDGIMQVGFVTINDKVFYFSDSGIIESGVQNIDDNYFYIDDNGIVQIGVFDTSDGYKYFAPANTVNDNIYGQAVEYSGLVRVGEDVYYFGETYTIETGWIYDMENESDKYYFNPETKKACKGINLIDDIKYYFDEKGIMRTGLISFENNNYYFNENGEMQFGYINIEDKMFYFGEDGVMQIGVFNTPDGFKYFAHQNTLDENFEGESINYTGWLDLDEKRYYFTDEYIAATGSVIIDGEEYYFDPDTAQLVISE
# PriA SSB inh: inhibitors of Klebsiella pneumoniae PriA binding to SSB C-terminal tail; AlphaScreen SSBct-PriA binding, biotinylated peptide; inhibition, % at 33 µM; actives 0.6% (n = 430,000); AID 1272365; in the data active = inhibition mostly above about 37%, no sharp cut-off; inactive = mostly below about 20%;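 also: plate controls were negative control peptide for no effect and reference peptide for full effect; strong numbers were not always called active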
# CCHF vOTU inh: CCHFV vOTU protease inhibition; AID 651958; inhibition, % at 11.5 µM; Pep-AMC fluorescence; actives 0.55% (n = 370,000); in the data active = inhibition above about 30%; also: 0% = vehicle wells with enzyme and 100% = no enzyme wells
# DUSP3 inh: DUSP3 (human) phosphatase inhibition | P51452 | recombinant VHR phosphatase, pNPP absorbance | inhibition, % at 13.3 µM | actives 0.52% (n = 290,000) | AID 1654; in the data active = inhibition above about 50%; also: some compounds called inactive have numbers as strong as hits
# Vc quorum ag: inducers of Vibrio cholerae quorum light production without autoinducers. V. cholerae BH1578 lux reporter, luminescence, 6 h. activation, % at 18.7 µM. actives 0.16% (n = 350,000); in the data active = activation mostly above about 9.7%, no sharp cut-off; inconclusive = no clear call, values can overlap the other calls; inactive = mostly below about 3.7%; also: not every result past the cut was called active; inactives centre near 0; reference of the scale not given here
# Active calls of the source: *; i = inactive; ? = inconclusive; · = no result given; & = joins results of further samples. Rule as the data show it, unless noted: active = inhibition above about 30%; inconclusive = no clear call, values can overlap the other calls; inactive = below that. These rows are one share of the data; rates above refer to the full screens.
# Sample of the layout:
SMILES,3CLpro inhibitor,BoNT-A LC inh2,Y pestis TopoI,PfHsp40 yeast,Anthrax LF inh2,TcdB inh,PriA SSB inh,CCHF vOTU inh,DUSP3 inh,Vc quorum ag
OC1CCN(c2ncnc3nc[nH]c23)CC1,2,0.0,-4,-1.4,-2,1.6,-3,-4,21,-0.2
O=C(Cn1c(-c2cncs2)nc2ccccc21)NCCc1ccccc1,-2,-1.4,7,-0.1,-4,0.1,1,1,29,·
S=C(NCCc1ccccc1)N/N=C/c1ccc(Cl)cc1,2,-0.5,6,19,-2,0.0,i,-4,12,i
O=C(O)c1cc(S(=O)(=O)N2CCN(C(c3ccccc3)c3ccccc3)CC2)ccc1Cl,1,-1.3,-7,0.2,-1,1.3,9,14,-3,-1.9
COc1ccccc1/C=C/c1ccc2cccc(O)c2n1,-2,-0.9,5,0.1,7,0.2,4,11,53*,-0.5
CCOC(=O)Cc1cnc(NC(=O)CSc2nc(N)cc(N)n2)s1,4,-0.5,-2,0.7,-1,1.0,4,-11,5,-1.6
O=C(O)c1ccc(NCc2cccs2)cc1,0,-1.0,9,-0.3,2,-0.7,0,-7,-18,0.0
C(=C\c1cccc2ccccc12)/c1nnc(-c2cccs2)o1,2,1.8,25,1.6,-3,·,-31,-7,30,i
Cc1ccc(C)c(N(C(=O)c2nsc(Cl)c2Cl)C(C(=O)NC2CCCC2)c2ccc(O)cc2)c1 (stereo unspecified),3,0.0,14,15,0,·,6,-15,-4,-0.4
CC(C)C(NC(=O)c1ccccc1)C(=O)N1CCN(C/C=C/c2ccccc2)CC1 (stereo unspecified),·,2.6,7,0.3,3,-0.3,3,9,·,0.6
CCOCCC(=O)Nc1nnc(CCc2ccccc2)s1,-1,·,-2,0.0,·,0.3,-20,13,13,-0.3
COC(=O)CN(c1ccccc1)S(=O)(=O)c1ccc(F)cc1,-1,-0.7,1,-1.4,-2,·,-4,3,12,i

# The list itself, previewed entries included:
SMILES,3CLpro inhibitor,BoNT-A LC inh2,Y pestis TopoI,PfHsp40 yeast,Anthrax LF inh2,TcdB inh,PriA SSB inh,CCHF vOTU inh,DUSP3 inh,Vc quorum ag
OC1CCN(c2ncnc3nc[nH]c23)CC1,2,0.0,-4,-1.4,-2,1.6,-3,-4,21,-0.2
O=C(Cn1c(-c2cncs2)nc2ccccc21)NCCc1ccccc1,-2,-1.4,7,-0.1,-4,0.1,1,1,29,·
S=C(NCCc1ccccc1)N/N=C/c1ccc(Cl)cc1,2,-0.5,6,19,-2,0.0,i,-4,12,i
O=C(O)c1cc(S(=O)(=O)N2CCN(C(c3ccccc3)c3ccccc3)CC2)ccc1Cl,1,-1.3,-7,0.2,-1,1.3,9,14,-3,-1.9
COc1ccccc1/C=C/c1ccc2cccc(O)c2n1,-2,-0.9,5,0.1,7,0.2,4,11,53*,-0.5
CCOC(=O)Cc1cnc(NC(=O)CSc2nc(N)cc(N)n2)s1,4,-0.5,-2,0.7,-1,1.0,4,-11,5,-1.6
O=C(O)c1ccc(NCc2cccs2)cc1,0,-1.0,9,-0.3,2,-0.7,0,-7,-18,0.0
C(=C\c1cccc2ccccc12)/c1nnc(-c2cccs2)o1,2,1.8,25,1.6,-3,·,-31,-7,30,i
Cc1ccc(C)c(N(C(=O)c2nsc(Cl)c2Cl)C(C(=O)NC2CCCC2)c2ccc(O)cc2)c1 (stereo unspecified),3,0.0,14,15,0,·,6,-15,-4,-0.4
CC(C)C(NC(=O)c1ccccc1)C(=O)N1CCN(C/C=C/c2ccccc2)CC1 (stereo unspecified),·,2.6,7,0.3,3,-0.3,3,9,·,0.6
CCOCCC(=O)Nc1nnc(CCc2ccccc2)s1,-1,·,-2,0.0,·,0.3,-20,13,13,-0.3
COC(=O)CN(c1ccccc1)S(=O)(=O)c1ccc(F)cc1,-1,-0.7,1,-1.4,-2,·,-4,3,12,i
CC1(C(=O)NS(=O)(=O)c2ccc(Cl)cc2)CCN1C(=O)C1(c2ccc(Cl)cc2)CC1 (stereo unspecified),·,0.4,6,·,-17,0.9,·,12,·,i
CSc1ccccc1NC(=O)CN(C)C(C)C(=O)NCc1ccc2c(c1)OCO2 (stereo unspecified),·,1.6,6,-0.8,11,-0.5,-9,2,·,i
O=C(OCC(=O)N1CCCC1=O)c1cc(S(=O)(=O)N2CCOCC2)ccc1Cl,·,5.9,-12,1.0,1,2.3,-12,-6,·,i
O=c1c2nnn(Cc3ccccc3)c2ncn1-c1ccccc1,-2,0.8,2,1.1,1,·,-18,6,3,i
Cc1nn2c(COc3ccc(NC(=O)C(C)C)cc3)nnc2c2ccccc12,-4,-0.1,4,0.5,-8,1.0,6,8,8,1.1
CCOc1cccc(OCCCCN2CCCCC2)c1,-5,0.9,2,-0.3,-7,·,-1,-4,-13,-0.4
Cc1ccc(NC(=O)c2cccc(S(=O)(=O)N3CCCCC3)c2)cc1,-3,-0.1,9,1.2,10,-0.2,-7,9,-14,-1.4
Cc1ccc(S(=O)(=O)N(C)C)cc1NC(=O)COC(=O)Cc1ccccc1F,·,·,6,-0.8,·,0.1,-6,-3,·,-0.4
Cc1cc(C)n(-c2ccc(C(=O)N3CCc4ccccc43)cc2)n1,2,-0.4,4,0.9,3,·,-21,-4,7,-0.3
CC(=O)N1CCN(S(=O)(=O)c2cccc(C(=O)NNC(=O)Cn3ccc(C(F)(F)F)n3)c2)CC1,·,6.0,4,0.7,-2,2.3,2,0,·,2.9
CSc1ccccc1NC(=O)CN(C)CC(=O)Nc1ccc(Cl)cc1F,-2,-1.6,27,3.4,1,1.3,1,4,-2,0.1
COc1ccc(-c2nnc(SCC(=O)NCc3ccco3)o2)cc1,-3,-5.1,-8,-1.5,-5,0.2,4,-9,44,-0.4
CCCCN1C(=O)/C(=C2\SC(N3CCCCC3)=NC2=O)c2ccccc21,5,?,17,4.3,-6,·,35,-4,15,-3.0
N#Cc1c(C#N)c(SSc2c(C#N)c(C#N)c(N)n2-c2ccccc2)n(-c2ccccc2)c1N,·,1.7,-1,-1.2,-4,-5.2,3,24,·,·
Cc1cc(NC(=O)COC(=O)c2c(C)c(C)c(C)c(C)c2C)no1,·,-3.1,6,-1.1,2,-0.8,-10,15,·,i
Cc1cccc(NC(=O)c2ccc(C(=O)Nc3cccc(C)c3)nc2)c1,-1,1.8,4,-0.9,-1,·,-6,3,5,-0.7
NC(=O)CCn1cnc2ccccc21,-5,?,3,-0.6,4,-2.5,0&-5,-5,5,i
COc1ccc(NC(=O)C2CCCN2C(=O)NC2CCCCC2)c(OC)c1 (stereo unspecified),3,1.5,2,1.8,0,0.8,1,-4,26,0.4
CCc1ccc(CNC(=O)C2CCCN(S(=O)(=O)N3CC(C)CC(C)C3)C2)cc1 (stereo unspecified),-6,·,17,1.0,·,3.7,-12,12,5,i
O=C(c1ccccc1)c1ccc2ccccc2n1,0,0.3,-10,-0.7,4,·,-27,-6,-13,-0.6
Cn1c(=O)[nH]c(=O)c2c1nc(N1CCN(CCO)CC1)n2Cc1ccccc1,12,-2.2,4,-0.5,-4,0.7,-5,12,-11,1.5
CC(C)(O)CCC(C)(C)O,·,-1.0,-5,-1.6,5,1.3,16,-3,·,-0.3
O=[N+]([O-])c1ccc2c(c1)CNc1ccccc1O2,0,0.0,-1,-0.8,0,0.7,-32,9,10,2.0
COc1c(OC(C)=O)ccc(/C=N\NC(=O)c2ccc(Br)cc2)c1[N+](=O)[O-],6,-0.1,8,1.7,2,0.5,·,2,34,4.2
Nc1[nH]nc2nc(NCc3ccccc3)c3c(c12)CCN(Cc1ccccc1)C3,7,0.4,25,0.6,-4,·,9,2,33,i
CCOc1ccc(Cl)cc1CNCCc1ccccc1F,-3,-1.7,0,0.0,-4,0.3,-6,-7,17,-2.1
CN1CCN(C(=O)c2cc(Cl)cc(Cl)c2NC(=O)c2ccco2)CC1,-1,-2.2,2,-1.4,0,-1.2,-2,9,44,i
CCC(=O)c1cn(Cc2ccccc2C#N)c2ccccc12,0,-1.7,-2,-1.0,0,·,-11,-2,7,-7.1
COc1ccc(OC)c(C2NC(=O)NC(C)=C2C(=O)OC2CCCCC2)c1 (stereo unspecified),0,-2.4,3,-0.8,-7,1.1,0,0,0,-0.1
O=C(COC(=O)COc1ccccc1)NCCc1ccccc1,·,4.6,2,-0.5,2,1.6,-15,8,·,i
CC(C)(C)N/N=C/c1c(O)n(-c2ccc(Cl)cn2)c(=O)c2ccccc12,0,-0.6,5,1.1,-2,·,·,-14,2,-0.2
CC(=O)Oc1c(Sc2ccccc2[N+](=O)[O-])c(C)nn1C(C)(C)C,4,0.3,11,42*,2,1.9,0,19,8,i
CCOC(=O)Cc1csc(NC(=O)c2ccco2)n1,8,1.1,1,1.0,-6,·,-20,-4,-10,-1.0
CCOc1ccc(N(C(=O)c2ccccc2Cl)C2=NC(C)(C)CS2)cc1,3,0.1,22,1.5,-1,2.0,6,13,22,-0.5
C=CCn1cc(C(=O)NCCCOCC)c(=O)c2cc(S(=O)(=O)N(CC)CC)ccc21,-3,0.5,17,-0.6,0,·,-3,10,10,i
Cc1c(C)n(Cc2ccccc2)c2ncnc(NCCCN(C)C)c12,-5,-0.1,-3,-1.2,-7,1.4,5,1,-2,-0.6
COc1cc(NC(=O)CSc2nnc(C)s2)cc(OC)c1,-1,-0.3,0,-0.5,-4,·,-5,-7,3,3.4
COc1ccc(CNC(=O)C2CCCN2)cc1OC (stereo unspecified),-1,-1.2,7,-0.5,1,0.0,-19,-1,-8,-1.3
Cc1cc(C)c2nc(SCc3ccc([N+](=O)[O-])cc3)nc(C)c2c1,-3,?,6,0.2,1,·,-13,-2,23,-4.2
NC(=S)NN=Cc1ccc(OC(=O)COc2cc(Cl)c(Cl)cc2Cl)cn1,·,-0.7,-6,·,-1,-2.2,·,1,·,4.5
OC(c1ccccc1)(c1ccccc1)C1CCN(C(=S)NCCc2ccccc2)CC1,4,-0.9,-11,2.7,-6,-0.9,-12,5,22,0.0
COc1ccc(N=C2NC(=O)/C(=C/c3ccc(O)c(OC)c3)S2)cc1,-3,1.0,-19,-0.9,-1,0.6,-9,3,-4,-0.3
O=S(=O)(c1ccc(Cl)cc1)N1CC1c1ccccc1 (stereo unspecified),4,-0.5,6,0.6,-3,·,-2,-17,-14,i
O=C(c1cccc(C(=O)N2CCC(O)(c3ccccc3)CC2)c1)N1CCC(O)(c2ccccc2)CC1,·,·,22,·,·,0.4,-10,-14,·,i
Cc1ccc(S(=O)(=O)N2CCCC2)cc1C(=O)NC1CCCCC1,1,2.0,9,-0.1,0,0.3,-1,-1,4,i
CCn1c(SCC(=O)N/N=C/c2c[nH]c3ccccc23)nnc1-c1ccc(C(C)(C)C)cc1,6,0.6,1,-0.1,-1,-0.6,·,9,12,-0.4
CCN1C(=O)[C@H]2[C@@H](c3ccc(C)cc3)N3C(=O)N(c4ccc(C)cc4)C(=O)[C@@]3(C)[C@H]2C1=O,3,-0.2,-6,-0.1,-1,2.5,-10,12,29,-0.6
O=C(N/N=C/C=C/c1ccco1)c1ccccc1Cl,-1,-0.5,4,-0.6,4,-0.3,·,-3,29,i
COC(=O)c1cc(NC(=O)c2c(-c3ccccc3)noc2C)ccc1N1CCOCC1,-1,-1.6,8,-0.6,0,-3.1,-3,-1,10,-0.5

# Compound activity (PubChem)
